Screening results: PubChem, Sanford-Burnham Center for Chemical Genomics
A3A deaminase – APOBEC3A ssDNA deaminase inhibitors, primary screen, selectivity assay for APOBEC3G inhibitor project, biochemical, FAM/TAMRA oligo cleavage fluorescence; DNA dC->dU-editing enzyme APOBEC-3A (Homo sapiens), P31941; recombinant A3A, FAM/TAMRA ssDNA deamination fluorescence; inhibition, % at 20 µM; 0.41% of 330,000 active; AID 493011, 2011;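 active = at least 40% inhibition at 20 µM here, with at most 30% in a related deaminase screen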;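 also: plate controls were A3A with DMSO for no effect and wells lacking A3A enzyme for full effect; some results filed as inactive read as strong as hits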
ATG4B inhibitor – ATG4B protease inhibitors, primary screen, biochemical, fluorescence, uHTS; Cysteine protease ATG4B (Homo sapiens), Q9Y4P1; ATG4B cleavage of LC3-PLA2, NBD-HPC fluorescence, 1 h; inhibition, % at 8.33 µM; 0.51% of 340,000 active; AID 504462, 2011; in the data active = inhibition above about 40%
Target sequence (Q9Y4P1 whole entry, looked up): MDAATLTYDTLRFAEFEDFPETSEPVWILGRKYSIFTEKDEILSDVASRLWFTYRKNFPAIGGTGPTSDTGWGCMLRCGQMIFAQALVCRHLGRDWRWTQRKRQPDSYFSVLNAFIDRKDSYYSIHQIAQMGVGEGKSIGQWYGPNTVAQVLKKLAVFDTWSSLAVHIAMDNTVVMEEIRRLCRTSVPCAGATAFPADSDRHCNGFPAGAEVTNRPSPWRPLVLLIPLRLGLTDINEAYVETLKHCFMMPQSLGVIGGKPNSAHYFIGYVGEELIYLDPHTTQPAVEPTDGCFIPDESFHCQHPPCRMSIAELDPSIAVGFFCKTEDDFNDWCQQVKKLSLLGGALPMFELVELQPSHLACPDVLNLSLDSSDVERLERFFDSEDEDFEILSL
hIAP block – human IAP inhibitors, primary screen, biochemical, luminescence, uHTS. Intestinal-type alkaline phosphatase (Homo sapiens), P09923. purified IAP, CDP-Star luminescence, 30 min. inhibition, % at 10 µM. 0.12% of 330,000 active;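 active = inhibition reaching a set limit with compound at 10 µM in the primary screen, cut at about 35% in these data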;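 also: plate controls were DMSO wells with enzyme for no effect and no-enzyme buffer wells for full effect; values of inactives mirror those of a sister screen read the other way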
Target sequence (P09923 whole entry, looked up): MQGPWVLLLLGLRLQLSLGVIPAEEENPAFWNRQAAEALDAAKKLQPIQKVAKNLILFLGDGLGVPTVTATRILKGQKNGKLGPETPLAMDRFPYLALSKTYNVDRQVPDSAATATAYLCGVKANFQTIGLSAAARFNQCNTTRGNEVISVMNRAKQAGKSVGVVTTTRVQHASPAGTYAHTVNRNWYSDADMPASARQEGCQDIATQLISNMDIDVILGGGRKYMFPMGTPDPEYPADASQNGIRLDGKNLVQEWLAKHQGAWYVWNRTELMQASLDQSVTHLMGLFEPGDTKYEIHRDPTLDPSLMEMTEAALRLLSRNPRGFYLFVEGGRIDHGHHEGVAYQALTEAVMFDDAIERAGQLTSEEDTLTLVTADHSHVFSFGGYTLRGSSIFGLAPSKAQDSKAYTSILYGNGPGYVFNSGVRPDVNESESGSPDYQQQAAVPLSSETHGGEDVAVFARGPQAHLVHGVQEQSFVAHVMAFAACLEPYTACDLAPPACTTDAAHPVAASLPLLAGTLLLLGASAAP
mIAP activ – activators of mouse IAP, primary screen, biochemical, luminescence, uHTS | intestinal alkaline phosphatase [Mus musculus] | muIAP, CDP-Star luminescence, 30 min; stronger effect = higher value; 1 = vehicle-only enzyme signal, 0 = enzyme-free wells | activation factor at 10 µM | 0.24% of 330,000 active;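 active = activation factor of at least 2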; also: the source names both 10 and 20 µM as test concentration; values of inactives mirror those of a sister screen read the other way
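System: Mouse IAP enzyme | Also added: CDP-Star substrate | Dosing: Compounds dispensed in DMSO | Schedule: 30 min enzyme-substrate-compound incubation at room temperature | Technique: Chemiluminescence readout | Control set: DMSO-only wells and no-enzyme negative control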
mIAP block – inhibitors of mouse IAP, primary screen, biochemical, luminescence, uHTS; intestinal alkaline phosphatase [Mus musculus]; 0.2% of 330,000 active; purified mouse IAP, CDP-Star luminescence, 30 min; inhibition, % at 10 µM;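 active = inhibition of at least 40% at 10 µM in the primary screen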;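 also: plate controls were DMSO with enzyme for no effect and no enzyme wells for full effect; values of inactives mirror those of a sister screen read the other way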
hIAP activ – human IAP activators, primary screen, biochemical, luminescence, uHTS; Intestinal-type alkaline phosphatase (Homo sapiens), P09923; activation factor at 10 µM; 0.16% of 330,000 active; AID 2524, 2010; purified human IAP, CDP-Star luminescence, 30 min; stronger effect = higher value; 1 = vehicle-only enzyme, 0 = enzyme-free background;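 active = activation factor of the enzyme at least 2-fold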; also: the source names both 10 and 20 µM as test concentration; values of inactives mirror those of a sister screen read the other way
PfGluPho inh – PfG6PD enzyme inhibitors, primary screen, biochemical, fluorescence intensity, uHTS; glucose-6-phosphate dehydrogenase-6-phosphogluconolactonase (Plasmodium falciparum 3D7); AID 504690, 2011; PfGluPho enzyme, NADPH resazurin-diaphorase fluorescence; 0.78% of 350,000 active; inhibition, % at 20 µM;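 active = inhibition reaching at least a set limit at 20 µM in the primary screen, cut at about 59% in these data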;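 also: 0% = DMSO wells with substrate and 100% = DMSO wells lacking glucose-6-phosphate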
HKDC1 inhibitor – HKDC1 hexokinase inhibitors, primary screen, biochemical, fluorescence, uHTS; Q2TB90; recombinant HKDC1, G6PDH/diaphorase resazurin coupled fluorescence; inhibition, % at 20 µM; 0.16% of 340,000 active; AID 493160, 2011;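 active = inhibition above about 35% when tested at 20 µM, limit read from the data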;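 also: plate controls were DMSO wells with enzyme for no effect and DMSO wells lacking enzyme for full effect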
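System: Recombinant HKDC1 hexokinase | Amount: HKDC1 at 5 µg/mL | Reagent: Glucose with 1 mM ATP | Doses: Single 20 µM dose | Incubation: Reaction time 90 min, room temperature, protected from light | Signal: Coupled resazurin fluorescence, excitation 525 nm, emission 613 nm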
Numbers without * were called inactive; · = no result given.

SMILES	A3A deaminase	ATG4B inhibitor	hIAP block	mIAP activ	mIAP block	hIAP activ	PfGluPho inh	HKDC1 inhibitor
O=C1N(c2ccc3c(c2)OCCO3)C(c2ccccc2)C1(F)F (stereo not given)	-4	9	1	1.1	-6	0.99	-7	-1
O=C(NCc1ccc(N2CCCC2=O)cc1)c1cccc(Cl)c1	-2	-1	0	0.94	6	1	-1	-4
Fc1ccc(CN2C3=NCCCN3c3ccccc32)cc1	-3	-4	-12	0.96	4	1.1	2	-8
C=CCN1C(=O)C2C(C(=O)NC)C3(C)C=CC2(O3)C1C(=O)NCc1ccc(OC)cc1 (stereo not given)	-1	10	-28	0.92	8	1.3	-17	1
COC(=O)COc1ccc(/C=C2/SC(=O)N(CC(=O)N3CCCC3)C2=O)cc1Br	-3	-10	9	0.99	1	0.91	9	2
O=C(OCC(=O)N1CCC(Cc2ccccc2)CC1)c1ccc[nH]c1=O	12	-6	-2	1	-1	1	-3	-6
CC(C)c1ccc(Nc2cnn(C34CC5CC(CC(CC(=O)O)(C5)C3)C4)c(=O)c2Cl)cc1	3	-4	-28	0.96	4	1.3	-17	-3
O=C(OCc1nc2scc(-c3ccccc3)c2c(=O)[nH]1)c1ccco1	-1	-14	4	0.96	4	0.96	2	-3
CCOc1ccc2ccccc2c1/C=N/NC(=O)c1cc(C)[nH]n1	-4	26	-38	0.98	2	1.4	55	3
COc1cccc(/C=N/NC(=S)NC2CC3CCC2C3)c1OC (stereo not given)	-2	-10	-24	0.93	7	1.2	-8	-5
Cn1cccc1C1(C(F)(F)F)NCCNC1=O (stereo not given)	-3	15	-11	1	0	1.1	7	-4
COC(=O)c1ccc(NC(=O)CCS(=O)(=O)c2ccc3c(c2)NC(=O)C(C)S3)cc1 (stereo not given)	-5	-6	-10	0.97	3	1.1	14	-1
CC(=O)c1c(C)[nH]c(C(=O)Nc2nc(C)cs2)c1C	4	-1	-33	0.79	21	1.3	18	-2
Cc1cc(N=Nc2ccc(C)c(N=Nc3cc(C)c(N)cc3N)c2)c(N)cc1N	7	-2	25	0.97	3	0.75	33	28
COc1ccc(CNC(=O)c2c(C)oc3c2C(=O)c2ccccc2C3=O)cc1	-7	-4	10	0.98	2	0.9	31	12
CC(=O)c1c(C(C)=O)c(C)n(Cc2ccc3c(c2)OCO3)c1C	0	-2	12	0.92	8	0.88	-2	-7
COC(=O)CCC(=O)OC1(C)C(=O)C=C2C=C(c3ccsc3)OC=C2C1=O (stereo not given)	12	36	12	0.77	23	0.88	21	22
CCO/C(C)=C1/SC(=S)NC1=O	-4	-3	-6	0.8	20	1.1	-3	-3
CCOC(=O)c1ccc2ncc(C(=O)OCC)c(NCc3ccco3)c2c1	6	1	11	1	0	0.89	21	7
COC(=O)C1(C)Cc2cc(OC(C)=O)c(OC(C)=O)cc2N1 (stereo not given)	3	·	-19	0.96	4	1.2	·	·
C[C@H](CO)N1C[C@H](C)[C@@H](CN(C)S(C)(=O)=O)Oc2ccc(NC(=O)Nc3ccc(C(F)(F)F)cc3)cc2C1=O	0	-4	-4	2.3*	-126	1	1	-5
Cc1cc(C)c(NC(=S)N(CCc2ccncc2)C(C)C)c(C)c1	-3	6	-10	1.1	-7	1.1	-18	18
CN1C=C(C(F)(F)F)C=C/C1=C(\C#N)c1nnc2n1CCCCC2	-4	-8	4	0.96	4	0.96	-3	-9
Cc1nnc(SCCCOc2ccccc2)nc1C	-2	-8	9	1.1	-8	0.91	6	3
CCN(CC)CC#CCC(OC)(c1ccccc1)c1ccccc1	-3	15	-8	0.99	1	1.1	0	-10
COc1ccc2c(c1)[nH]c1c(N3CCSCC3)ncnc12	-2	-7	-6	1.3	-29	1.1	51	3
O=C(OCC(=O)N1CCCC1)c1c(Cl)ccc(Cl)c1Cl	-2	5	8	1	-3	0.92	-13	-7
Cc1ccc(S(=O)(=O)N(C)CC(=O)NNC(=O)Cc2ccccc2F)cc1	1	2	-16	1.1	-5	1.2	-23	2
CC(C)C(=O)Nc1ccc2c(c1)nc(CCN1CCN(c3ccccc3)CC1)n2C	-2	4	8	0.96	4	0.92	-3	1
O=S(=O)(Nc1cccc2ccccc12)c1cccc2nonc12	5	6	-15	0.96	4	1.2	-8	7
CCOCCCNC(=O)C(NC(=O)c1ccccn1)c1ccc(C)cc1 (stereo not given)	-2	0	-16	1.1	-7	1.2	-3	2
CCOc1ccc(-c2nc(C)c(C(C)=O)n2O)cc1	-1	-1	9	0.93	7	0.91	1	0
O=C(C1CCC1)N1CCC(O)(c2cccc(F)c2)CC1	2	-2	11	0.97	3	0.89	-5	-5
COc1ccccc1CNC(=O)CCSCc1cccc(Cl)c1	-2	0	-2	1.1	-7	1	3	-3
O=c1c(Cc2ccc(Cl)cc2Cl)c(O)ccn1CCCN1CCOCC1	-6	3	-2	1	-3	1	1	0
C=CCSC1=NNC(c2ccc(C(C)(C)C)cc2)=NN1	2	-5	-13	1	0	1.1	8	-2
O=C(c1ccccc1)N(Cc1ccc(F)cc1)C1CCS(=O)(=O)C1 (stereo not given)	4	-5	0	1	-4	1	-7	-5
O=C(NC1CCCC1)C(c1c[nH]c2ccccc12)N(C(=O)Cn1nnc(-c2ccc(Cl)cc2)n1)c1ccccc1 (stereo not given)	0	0	-11	1	-3	1.1	-10	2
Cc1ccc(N2C(=O)CC(N3CCc4ccccc43)C2=O)cc1Cl (stereo not given)	4	4	4	0.99	0	0.96	-6	-7
COC(=O)c1ccc(NC(=O)C2CCN(C(=O)c3cc(OC)c(OC)c(OC)c3)CC2)cc1	33	-3	-12	1.1	-10	1.1	5	-1
O=C(CSc1ccc(-c2nc3ccccc3[nH]2)cn1)Nc1ccc(S(=O)(=O)N2CCCC2)cc1	-6	-6	-20	1.1	-7	1.2	3	-6
Cc1[nH][nH]c(=O)c1N=Nc1ccc(F)cc1	1	9	-5	1	-2	1.1	-4	-1
CCn1cc(CNC(=O)c2ccc3nc(Cc4ccc(OC)cc4)oc3c2)cn1	5	0	-2	1.1	-10	1	-11	4
Cc1ccc(NC(=O)N2CCc3ccccc32)cc1	2	3	-13	0.98	2	1.1	-15	1
CC1CCC(C(=O)NC(C(=O)N2CCN(c3ccccn3)CC2)C(C)C)CC1 (stereo not given)	-2	1	8	0.99	1	0.92	-3	-5
CCCCNS(=O)(=O)c1ccc2nc(-c3cccnc3)cc(C(=O)NC3CCCC3)c2c1	-3	1	1	1	-2	0.99	-20	-4
CCOC(=O)CSc1nnc(-c2cccc(Cl)c2)n1CC	5	-14	-17	0.96	4	1.2	-3	-1
COc1cc2c(cc1NC(=O)c1ccncc1)oc1ccccc12	2	-31	18	0.91	9	0.82	-8	-6
CCOC(=O)C1=C(N)Oc2cc(O)ccc2C1c1cccc(Cl)c1 (stereo not given)	0	3	-9	0.92	8	1.1	11	1
C=CCN1CN(S(=O)(=O)c2ccc(OC)cc2)c2nc3ccccc3nc21	-8	4	-38	0.98	2	1.4	8	0
O=C1COc2ccccc2CN1	-2	14	-3	1	-2	1	-25	-1
COc1ccccc1C(=O)Nc1c2c(nn1-c1ccc([N+](=O)[O-])cc1)CS(=O)(=O)C2	2	-3	28	0.92	8	0.72	1	2
COc1ccc(OC)c(S(=O)(=O)NCc2csc(-c3ccccc3)n2)c1	-1	-15	14	1.1	-8	0.86	12	-9
O=C(Nc1ncccc1Cl)c1cccc(F)c1	-5	-9	-2	1.1	-9	1	-3	-11
COc1ccc(S(=O)(=O)N2CCOCC2)cc1NC(=O)CSc1ncccn1	-2	0	-5	0.9	10	1	0	-3
CC(C)CCN1C(=O)c2ccc(C(=O)NCc3ccco3)cc2C1=O	1	-2	6	1.1	-7	0.94	1	-3
COc1ccc2c(c1)CCC1C2=NN(/C(C)=C\C(C)=O)C1c1ccc(F)cc1 (stereo not given)	0	-15	13	0.91	9	0.87	25	15
CC(C)(C)c1cc(C(=O)O)n[nH]1	-3	-11	1	0.95	5	0.99	-7	10
CC1CCCC(C)N1CC(O)COCc1ccccc1 (stereo not given)	3	3	-30	1	-2	1.3	-14	0
O=C(NO)c1ccc(C(=O)N(C2CCCCC2)C2CCCCC2)cc1	-2	1	-19	0.97	3	1.2	-39	2

More structures:
SMILES	A3A deaminase	ATG4B inhibitor	hIAP block	mIAP activ	mIAP block	hIAP activ	PfGluPho inh	HKDC1 inhibitor
Cc1ccc2cc(/C=N/NC(=O)c3ccc(F)cc3)c(Cl)nc2c1	10	-7	-4	0.89	11	1	-1	-5
O=C(Nc1cccc(-c2cnc3ccccc3n2)c1)C1CC(=O)N(c2ccccc2)C1 (stereo not given)	-3	-1	-8	0.86	14	1.1	2	-1
Cc1ccc(C)c(N(CC(=O)NC(C)C)C(=O)CCC(=O)Nc2ccccn2)c1	3	-4	2	0.94	6	0.98	5	-5
COc1ccc(OC)c(NC(=O)c2cc(-c3cc(C)c(C)cc3O)n[nH]2)c1	-2	4	-117	1	-1	2.2*	-8	-3
CN1C(C(=O)NCc2cccc(Br)c2)CC2Cn3c(nc4ccccc43)C21 (stereo not given)	-2	-2	14	1	-4	0.86	-8	-5
COc1cccc(N(C(=O)CS(=O)CC(=O)Nc2ccc(F)cc2)C(C(=O)NC2CCCCC2)c2cccs2)c1 (stereo not given)	0	-2	-33	0.99	0	1.3	-13	-8
Cc1cnc(NC(=O)CSc2nnc(C)n2N)s1	2	-8	5	0.98	2	0.95	33	-6
Cc1cc2c(cc1C)[n+](C)cn2CC(O)COCC1CC=CCC1 (stereo not given)	46*	-3	10	0.96	4	0.9	-4	-1
Cc1ccc2nc(-c3ccc(NC(=O)CSc4ccccc4)cc3)[nH]c2c1	0	-3	1	1.1	-13	0.99	4	-10
C/C=C/C=N/Nc1nc(C)cc(=O)[nH]1	8	-3	-26	1	-5	1.3	5	-7
COCCC(=O)N1CCC(Oc2ccc(C(=O)NC3Cc4ccccc4C3)cc2)CC1	1	-8	-11	0.93	7	1.1	1	4
COC/C=C/C1=CC2=CC(=O)C(C)(OC(=O)c3cnc4ccccc4n3)C(=O)C2=CN1CCCOC(C)C (stereo not given)	-2	-8	-5	0.97	3	1.1	36	17
Oc1[nH]c2ccccc2c1N=Nc1ccccc1F	-4	-14	7	0.91	9	0.93	1	-6
N/C(CN1CCSCC1)=N\OCc1c(F)cccc1Cl	0	-7	1	1.1	-11	0.99	13	-4
CSCc1cc(N(C)C)nc(SCc2ccc(Cl)c(Cl)c2)n1	-8	6	-5	0.96	4	1.1	25	0
